KLK7 zymogen act: proKLK7 (human) activation, primary screen; 0.9% of 370,000 active; P49862; activation, % at 7 µM; purified proKLK7, EDANS-DABCYL substrate fluorescence; 100% is mature enzyme control, 0% vehicle;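 active = activation above the mean of all tested compounds plus 3 SD, computed per campaign excluding outliers beyond control limits, cut at about 13% in these data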
DDE Tn7 FP inh: inhibitors of Tn7 peptide binding to human fibrin DD(E). P02675. FP displacement of FITC-Tn7 peptide from fibrin DD(E); 0% = median of compound wells per plate. inhibition, % at 8.3 µM. 0.13% of 370,000 active;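 active = inhibition above the mean of compounds falling within the control limits plus 3 SD of them, cut at about 14% in these data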;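 note: 0% = plate median of compound wells and 100% = 10 µM Aha-Tn7 peptide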
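System: human fibrin DD(E); quantity: Fibrin-DD(E) at 2 µM final; also added: fluorescent Tn7 probe at 0.1 µM; compound dosing: single nominal test concentration of 8.3 µM per compound; schedule: 10 min preincubation, 3 h with tracer, room temperature; detection: fluorescence polarization of the labelled Tn7 tracer; repeats: one replicate per compound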
PLCb3 inh: inhibitors of human phospholipase C beta3 | Q01970 | Purified PLC-beta3, fluorogenic substrate, fluorescence | inhibition, % at 12.2 µM | 0.18% of 370,000 active; in the data active = inhibition above about 11%;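 note: 0% = median of compound wells on plate and 100% = full blocker control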
Tn6 DDE FP: DD(E)-Tn6 binding inhibition, primary FP screen. P02675. Fibrin DD(E) TRITC-Tn6 fluorescence polarization displacement. inhibition, % at 8.3 µM. 0.21% of 370,000 active. AID 720509;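 active = inhibition above a per-campaign cutoff: mean of compounds within control limits plus 3 SD, cut at about 15% in these data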;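 note: 0% = median of all compound wells on the plate and 100% = blocking peptide control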
ARFGAP1 inh: rat ARFGAP1 inhibition; inhibition, % at 16.5 µM; Q62848; AID 651572; Arfgap1-stimulated ARF1 GTP hydrolysis, GDP FP detection; 0.26% of 360,000 active;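 active = inhibition above a per-plate limit, mean inhibition of low control wells plus 3 SD, cut at about 25% in these data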;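 note: 0% = DMSO wells with enzyme and 100% = wells lacking Arfgap1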
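Assay system: Rat Arfgap1 GAP domain (His6, aa 1-136), purified enzyme | Buffer or medium: HEPES 25 mM pH 7.5, NaCl 150 mM, MgCl2, DTT | Schedule: GTP hydrolysis reaction 2 h at 25 °C | Signal: FP of antibody-bound GDP Alexa 633 tracer, ex 620/em 688 nm | Measure: Percent inhibition of Arfgap1-stimulated GTP hydrolysis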
MBD2 DNA inh: MBD2-methylated oligo binding inhibition; Q9UBB5; TR-FRET, MBD2 binding to methylated oligonucleotide; inhibition, % at 4.4 µM; 0.31% of 370,000 active; in the data active = inhibition above about 13%
UHRF1 MBD2 ctr: human UHRF1 methylated DNA binding inhibitors. Q96T88. UHRF1 binding to methylated oligo, TR-FRET. inhibition, % at 4.4 µM. 0.75% of 370,000 active. AID 687016; in the data active = inhibition above about 21%;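 note: UHRF1 SRA domain binding a hemimethylated CpG hairpin DNA probe; 0% = median of test compound wells and 100% = reference inhibitor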
ADAM17 inh: ADAM17 inhibition, QFRET primary screen; P78536; recombinant ADAM17, EDANS/DABCYL FRET peptide cleavage; inhibition, % at 6.95 µM; 0.83% of 370,000 active; AID 720648;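 active = inhibition above the mean of compounds lying between control limits plus 3 SD, set per campaign, cut at about 8.5% in these data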;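 note: 0% = DMSO-only wells as the low control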
PLCg1 inh: inhibitors of human phospholipase C gamma1; purified PLC-gamma1, fluorogenic substrate, fluorescence; inhibition, % at 12.2 µM; 0.84% of 370,000 active; AID 720700; in the data active = inhibition above about 9.5%
Target sequence (P19174 whole entry, looked up): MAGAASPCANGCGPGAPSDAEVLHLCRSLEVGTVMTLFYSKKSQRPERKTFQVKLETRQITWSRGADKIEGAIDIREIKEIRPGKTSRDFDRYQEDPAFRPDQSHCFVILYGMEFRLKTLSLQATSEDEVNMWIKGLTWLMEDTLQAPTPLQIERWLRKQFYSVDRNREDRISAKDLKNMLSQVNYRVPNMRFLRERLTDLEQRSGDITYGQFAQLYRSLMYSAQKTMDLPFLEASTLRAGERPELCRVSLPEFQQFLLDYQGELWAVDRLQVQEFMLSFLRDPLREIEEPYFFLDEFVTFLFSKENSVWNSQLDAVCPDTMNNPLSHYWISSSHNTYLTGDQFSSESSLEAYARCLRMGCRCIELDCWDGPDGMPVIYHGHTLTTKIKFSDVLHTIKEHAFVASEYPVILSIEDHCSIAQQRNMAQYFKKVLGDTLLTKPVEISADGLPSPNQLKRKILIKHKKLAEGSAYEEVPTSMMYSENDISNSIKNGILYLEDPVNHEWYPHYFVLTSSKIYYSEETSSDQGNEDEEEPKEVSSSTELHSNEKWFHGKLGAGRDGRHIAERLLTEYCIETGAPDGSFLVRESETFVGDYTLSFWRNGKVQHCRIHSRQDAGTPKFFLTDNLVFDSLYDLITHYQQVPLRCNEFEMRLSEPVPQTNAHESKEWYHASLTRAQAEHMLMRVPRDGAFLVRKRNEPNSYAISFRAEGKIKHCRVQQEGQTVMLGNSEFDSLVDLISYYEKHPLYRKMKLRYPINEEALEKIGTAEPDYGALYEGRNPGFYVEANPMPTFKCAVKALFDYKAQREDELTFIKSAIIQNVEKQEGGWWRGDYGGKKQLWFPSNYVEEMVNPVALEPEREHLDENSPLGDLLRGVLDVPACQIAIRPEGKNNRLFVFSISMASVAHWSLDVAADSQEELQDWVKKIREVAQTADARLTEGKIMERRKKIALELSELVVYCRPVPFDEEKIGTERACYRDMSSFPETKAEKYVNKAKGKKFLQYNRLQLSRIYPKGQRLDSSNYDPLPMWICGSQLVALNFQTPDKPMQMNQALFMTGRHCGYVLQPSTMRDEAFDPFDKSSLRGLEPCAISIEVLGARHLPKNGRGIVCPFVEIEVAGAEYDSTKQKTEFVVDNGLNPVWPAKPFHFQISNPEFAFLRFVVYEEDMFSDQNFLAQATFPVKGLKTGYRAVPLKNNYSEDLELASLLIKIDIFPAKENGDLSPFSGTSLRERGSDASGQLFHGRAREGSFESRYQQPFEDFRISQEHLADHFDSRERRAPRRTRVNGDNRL
ASAP1 inh: blocks human ASAP1-stimulated Arf1 GTP hydrolysis | Q9ULH1 | GDP FP detection | inhibition, % at 16.5 µM | 0.19% of 360,000 active; in the data active = inhibition above about 25%;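 note: 0% = vehicle with enzyme and substrate and 100% = no enzyme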
An asterisk follows results filed as active; i = inactive; & = joins results of further samples. Compounds as they come; overall some 4.1% were active at least once.

SMILES	KLK7 zymogen act	DDE Tn7 FP inh	PLCb3 inh	Tn6 DDE FP	ARFGAP1 inh	MBD2 DNA inh	UHRF1 MBD2 ctr	ADAM17 inh	PLCg1 inh	ASAP1 inh
CCCCn1c(=O)cc(N2CCOCC2)[nH]c1=O	0.5	5.1	0.1	-7.0	-16.8	-5.0	-2.0	-5.6	-0.1	9.4
COCCOC(=O)C1=C(C)OC(N)=C(C#N)C1c1cc2cccc(C)c2nc1Cl (stereo unspecified)	3.4	1.7	-37.4	4.9	-4.9	-1.6	5.7	-6.3	-28.0	7.8
Nn1c(SCc2cccc(Cl)c2)nnc1-c1ccncc1	0.6	11.1	-0.2	1.9	9.2	-0.1	2.8	-9.1	-0.4	-8.3
Cc1cccc(NC(=S)NC(=O)c2ccc(Br)o2)c1C	0.5	0.7	1.4	-4.2	1.6	3.1	2.4	-4.1	0.5	13.5
N#Cc1c(-c2ccccc2)nc(-c2ccccc2)nc1N1CCOCC1	0.1	3.7	-0.7	8.9	0.0	-2.1	-1.5	-2.4	-2.8	-2.4
N#Cc1ccccc1C[C@H](N)C(=O)NC[C@H]1O[C@@H](n2ccc(N)nc2=O)[C@H](O)[C@@H]1O	0.3	-2.5	-19.4	1.9	10.3	1.7	-0.6	-4.2	2.6	-0.5
CCCn1c(NC(=O)CCNC(=O)c2ccccc2Cl)nc2ccccc21	-0.2	2.4	-8.4	4.6	4.8	-2.4	-2.2	-2.9	-3.4	10.8
COc1ccc(-c2c(C)nn3c(C)cc(C)nc23)cc1	0.5	0.7	-12.1	2.1	8.9	0.6	2.7	-1.9	-3.9	-0.9
O=C(NCc1cccc(Cl)c1)C1CCCO1 (stereo unspecified)	-0.2	-1.3	-5.2	-2.7	11.5	-2.6	-1.9	-7.1	-1.5	8.9
O=C1CC(NNc2ccccc2)C(=O)N1c1ccc(N2CCCCC2)cc1 (stereo unspecified)	-1.4	1.9	-10.1	-2.8	4.3	1.9	16.9	-1.9	-11.9	-11.5
CC1CC(NC2=NCCS2)CC(C)(C)C1 (stereo unspecified)	0.0	7.6	-2.3	4.3	0.1	5.1	8.3	-0.2	2.8	5.5
NNc1nc2ccc(F)cc2s1	-1.0	-0.3	-23.6	5.5	14.3	-0.6	-2.7	-1.9	-24.6	2.4
NNC(=O)C1=NOC(CNc2ncc(C(F)(F)F)cc2Cl)C1 (stereo unspecified)	0.2	3.7	-5.5	-4.2	-0.6	-5.1	0.0	-4.9	-7.3	0.1
Oc1ccc(/C=N/n2c(COc3ccccc3)n[nH]c2=S)cc1O	-0.7	13.4	-5.9	-0.9	-9.0	-5.4	-1.4	-1.6	2.6	-5.2
COc1ccc(-c2cc3nc(NCCN4CCCC4)n(C)c(=O)c3s2)cc1OC	11.1	5.1	-66.4	-8.8	7.3	2.8	12.3	-222.1	-63.1	6.1
CC(C)CCC1(CCNC(C)c2cccs2)CCOC(C)(C)C1 (stereo unspecified)	-0.5	11.7	-7.5	6.2	-6.1	1.5	-1.6	-3.7	0.9	-14.3
CCNc1nc(NC(C)C)nc(N(C#N)Cc2ccccc2)n1	0.6	0.8	-1.6	4.7	-8.1	-3.3	-1.3	0.1	6.0	-16.3
CCN1CCN(Cc2ccc(NC(=O)c3cc(NC(=O)c4cnnc5ccccc45)cc(OC)c3)cc2C(F)(F)F)CC1	1.1&-0.2	-3.0&-0.8	3.8&0.4	-15.0&-2.3	3.7&-7.7	-3.6&-1.8	-0.6&-1.4	5.2&-4.7	7.4&4.3	5.7&8.2
COC(=O)[C@@]12C[C@@H](CC(=O)N3CCN(C(=O)c4ccco4)CC3)C(=O)N(Cc3cccc4ccccc34)C1=CCC(C)(C)C2	0.7	0.0	-1.6	-3.6	10.8	-0.9	-1.3	3.4	1.5	-4.7
Cc1cc(OCC(=O)Nc2cccnc2)c2c(C)cc(=O)oc2c1	5.1	-6.8	-84.3	1.4	12.6	-0.1	0.2	-27.0	-48.3	0.9
O=C(Nc1ccccn1)c1ccc(Cl)c(S(=O)(=O)N2CCCCCC2)c1	-0.7	-6.0	-6.5	-0.2	9.3	-2.2	1.0	8.4	0.7	10.7
CC1CCCCN1S(=O)(=O)c1ccc(C(=O)N2CCOCC2)cc1 (stereo unspecified)	-0.5	4.7	-3.5	5.2	4.4	-3.9	-2.5	-1.1	-1.5	-7.3
CCCc1nnc(SCC(=O)N2CCCC2)n1Cc1ccco1	-0.3	8.6	-3.2	5.2	-2.9	0.9	-1.0	0.8	3.0	-3.1
CCCc1ccc(-c2cc(N)n[nH]2)cc1	0.6	1.6	1.8	-4.8	5.9	-4.7	-1.8	0.8	-1.8	-7.1

Sorted by the number under MBD2 DNA inh (lowest first): some entries from above
SMILES	KLK7 zymogen act	DDE Tn7 FP inh	PLCb3 inh	Tn6 DDE FP	ARFGAP1 inh	MBD2 DNA inh	UHRF1 MBD2 ctr	ADAM17 inh	PLCg1 inh	ASAP1 inh
Nn1c(SCc2cccc(Cl)c2)nnc1-c1ccncc1	0.6	11.1	-0.2	1.9	9.2	-0.1	2.8	-9.1	-0.4	-8.3
COc1ccc(-c2c(C)nn3c(C)cc(C)nc23)cc1	0.5	0.7	-12.1	2.1	8.9	0.6	2.7	-1.9	-3.9	-0.9
COc1ccc(-c2cc3nc(NCCN4CCCC4)n(C)c(=O)c3s2)cc1OC	11.1	5.1	-66.4	-8.8	7.3	2.8	12.3	-222.1	-63.1	6.1

Other records follow:
SMILES	KLK7 zymogen act	DDE Tn7 FP inh	PLCb3 inh	Tn6 DDE FP	ARFGAP1 inh	MBD2 DNA inh	UHRF1 MBD2 ctr	ADAM17 inh	PLCg1 inh	ASAP1 inh
O=C(NC1CCCC1)c1cc2nc(-c3ccccc3)cc(-c3ccccc3)n2n1	-1.0	-0.2	-61.5	-1.2	0.0	-2.1	-2.9	-8.1	-40.5	-9.2
Cc1noc(NS(=O)(=O)c2ccc(N3Cc4ccccc4C3=O)cc2)c1C	0.0	-1.1	-5.2	4.1	4.3	-1.5	6.5	-3.2	2.0	-6.8
O=C(Nc1ccccc1)OC[C@@H]1CSCCS(=O)(=O)N1	0.3	3.7	0.4	3.3	2.0	-2.9	-1.2	-8.3	-0.1	6.2
COc1cccc(C(O)c2nc(-c3cccc(CO)c3)cs2)c1 (stereo unspecified)	-0.2	5.5	-1.5	5.2	10.2	-0.6	1.1	1.0	-0.9	-1.7
CC(C)NC(=O)C1(C)CCN1Cc1ccc(C(F)(F)F)cc1 (stereo unspecified)	0.0	-1.4	1.6	-0.9	17.7	0.8	-0.6	-3.9	-0.9	-7.0
C[C@H](O)[C@@H]1C(=O)N2CCc3c([nH]c4ccccc34)[C@@H]2C[C@@H]1N(C)C(=O)c1ccco1	50.6*	-9.0	i	-6.5	5.1	-1.6	-4.5	i	i	4.3
CCOc1ccccc1N(CC(=O)N1CCCCCC1)S(=O)(=O)c1ccc(C)cc1	-0.5	-5.0	-8.3	2.3	7.2	-0.3	3.1	-5.3	2.1	0.5
COc1cc(Br)cc(Br)c1OCC(=O)N/N=C/c1c(C)n(C)n(-c2ccccc2)c1=O	-0.6	5.6	-4.9	1.9	-4.9	-5.7	-1.6	3.5	0.7	-3.1
CC1=C([N+](=O)[O-])C(c2ccc(Cl)cc2)NC(=O)N1C (stereo unspecified)	0.1	-9.5	-4.9	-3.2	-0.1	-1.2	1.6	5.8	5.4	-3.2
Cc1sc(N)nc1-c1ccc(Oc2ccccc2)cc1	0.0	4.8	3.4	1.0	-18.9	1.5	-0.3	2.9	2.3	-0.9
Cc1cc(C)n2c(NC3CCCCC3)c(-c3cccnc3)nc2n1	0.2	-1.1	-51.2	13.5	11.2	4.1	1.3	-23.0	-31.4	6.7
COc1ccc(-c2nc(CC(=O)Nc3cccc(S(=O)(=O)NC4=NCCC4)c3)cs2)cc1	0.0	7.6	-13.3	3.5	4.2	2.3	-0.9	-5.8	-3.6	1.6

Five successive compounds from above, quoted:
SMILES	KLK7 zymogen act	DDE Tn7 FP inh	PLCb3 inh	Tn6 DDE FP	ARFGAP1 inh	MBD2 DNA inh	UHRF1 MBD2 ctr	ADAM17 inh	PLCg1 inh	ASAP1 inh
COc1cc(Br)cc(Br)c1OCC(=O)N/N=C/c1c(C)n(C)n(-c2ccccc2)c1=O	-0.6	5.6	-4.9	1.9	-4.9	-5.7	-1.6	3.5	0.7	-3.1
CC1=C([N+](=O)[O-])C(c2ccc(Cl)cc2)NC(=O)N1C (stereo unspecified)	0.1	-9.5	-4.9	-3.2	-0.1	-1.2	1.6	5.8	5.4	-3.2
Cc1sc(N)nc1-c1ccc(Oc2ccccc2)cc1	0.0	4.8	3.4	1.0	-18.9	1.5	-0.3	2.9	2.3	-0.9
Cc1cc(C)n2c(NC3CCCCC3)c(-c3cccnc3)nc2n1	0.2	-1.1	-51.2	13.5	11.2	4.1	1.3	-23.0	-31.4	6.7
COc1ccc(-c2nc(CC(=O)Nc3cccc(S(=O)(=O)NC4=NCCC4)c3)cs2)cc1	0.0	7.6	-13.3	3.5	4.2	2.3	-0.9	-5.8	-3.6	1.6

Next entries follow:
SMILES	KLK7 zymogen act	DDE Tn7 FP inh	PLCb3 inh	Tn6 DDE FP	ARFGAP1 inh	MBD2 DNA inh	UHRF1 MBD2 ctr	ADAM17 inh	PLCg1 inh	ASAP1 inh
O=C(Cc1cccc(F)c1)N1CCCC(CO)(Cc2ccc(F)cc2F)C1 (stereo unspecified)	0.6	-0.9	-7.5	-9.9	1.6	2.4	-0.2	-2.5	5.6	-8.1
C[C@@H]1CN([C@@H](C)CO)C(=O)Cc2cc(NC(=O)Nc3cccc4ccccc34)ccc2O[C@@H]1CN(C)S(C)(=O)=O	-0.6	6.9	-21.6	-1.1	11.6	5.5	2.9	-12.9	-13.9	-2.5
Nc1ccc(Cl)c[n+]1Cc1cccc2cccnc12	-0.4	4.8	-4.0	-1.2	7.4	2.8	1.3	-5.7	1.1	6.3
Cc1nc2ccccc2c(=O)n1-c1ccc(F)c(NC(=O)c2cccs2)c1	-0.1	2.9	-1.6	0.3	3.6	1.6	1.2	-1.1	-3.2	-0.2
O=C1O/C(=C\c2ccccc2)c2ccccc21	-8.5	-0.9	-32.6	-4.0	-8.4	-3.0	-3.8	-37.7	-27.4	10.6
Cc1ccc(NC(=S)NC(=O)C2CCC2)cc1C	0.4	2.6	-5.1	0.2	0.7	-9.0	-1.9	2.0	1.6	3.2
Cc1ccc(C2=N/C(=C/N3CCOCC3)C(=O)O2)cc1	0.3	5.9	5.4	-8.4	-1.1	0.6	-0.9	0.6	5.4	2.9
CCCCN1CN(Cc2ccccc2)CNC1=S	0.4	-2.2	4.4	4.1	-3.0	-6.0	0.3	-1.7	-0.6	9.6

Screens (PubChem BioAssay)
